SIAH1 antagonists – Siah-1 peptide-binding antagonists, primary screen, biochemical, fluorescence polarization, rhodamine-plectin, uHTS (AID 1817). E3 ubiquitin-protein ligase SIAH1 (Homo sapiens). Siah-1 / rhodamine-plectin peptide fluorescence polarization; higher % means a stronger effect. one-dose displacement, % at 20 µM; IC50 in µM for titrated hits. actives 0.02% (n = 290,000);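 active means displacement of at least 50% at 20 µM, with a fluorescence ratio check between 0.3 and a set limit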;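 further: plate controls were Siah plus tracer with DMSO for no effect and tracer alone without Siah for full effect; strong numbers were not always called active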
AID2073 – inhibitors of Mint1-CaV2.2 protein interaction, biochemical, HTRF (AID 2073) | Voltage-dependent N-type calcium channel subunit alpha-1B (Homo sapiens) | HTRF protein-protein interaction, Mint1-CaV2.2; higher % means a stronger effect | actives 0.19% (n = 290,000) | inhibition, % at 20 µM, or IC50 in µM where a hit was titrated; in the data active means inhibition mostly above about 51%, no sharp cut-off; further: some results filed as inactive read as strong as hits
LYP phosphatase – inhibitors of LYP phosphatase, biochemical, fluorescence intensity, uHTS (AID 1779); recombinant LYP phosphatase, fluorescence intensity; higher % means a stronger effect; inhibition, % at 11.5 µM, or IC50 in µM where a hit was titrated; actives 0.054% (n = 290,000);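 further: plate controls were vehicle with enzyme for no effect and no enzyme for full effect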
Hep lipid drop – inhibitors of hepatocyte lipid droplet formation, primary screen, imaging, high-throughput imaging, BODIPY stain; AML12 mouse hepatocytes, oleate lipid droplets; inhibition, % at 6.5 µM; actives 0.4% (n = 240,000); AID 1656, 2009;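 active means lipid droplet intensity inhibited by at least 50%, with more than 500 cells counted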
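Assay system: AML12 mouse liver cells | Compound dosing: One dose, 6.5 µM compound | Read-out basis: Droplet intensity reduction, % inhibition | Measured by: Fluorescence imaging, 20x objective, two fields per well | Schedule: Overnight treatment with compound plus oleate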
M17LAP inhibition – P. falciparum M17LAP inhibitors, primary screen, biochemical, fluorogenic H-Leu-NHMec substrate, 1536-well (AID 1619); recombinant M17LAP, H-Leu-NHMec fluorogenic kinetic assay; higher % means a stronger effect; actives 0.38% (n = 220,000); Leucine aminopeptidase (Plasmodium falciparum (isolate 3D7)); inhibition, % at 30 µM, or IC50 in µM where a hit was titrated;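 active means compound inhibiting the enzyme by more than half at any dose during confirmatory dose-response retesting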;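 further: plate controls were full reaction with DMSO carrier for no effect and no enzyme background for full effect; strong numbers were not always called active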
ER stress rescue – rescue of cells from ER stress-induced death, primary screen, 384-well, CSM14.1, thapsigargin, ATP luminescence (AID 1222); CSM14.1 thapsigargin-induced death rescue, ATP luminescence; higher % means a stronger effect; cellular ATP content (survival), % at 20 µM, or EC50 in µM where a hit was titrated; 190,000 tested, under 10 active;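 active means EC50 below 50 µM in the dose-response confirmation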;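 further: death triggered by thapsigargin at about 15 µM added after 2 h compound pretreatment; cell ATP read after overnight thapsigargin exposure of roughly 18 to 22 hours; normalized against plate controls of thapsigargin alone and 5% DMSO vehicle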
HEK293 NOD2/NF-kB – NOD2 signaling inhibitors, cell-based, luminescence, uHTS, HEK293 (AID 1566). HEK293 NOD2/NF-kB luciferase reporter, luminescence; higher % means a stronger effect. actives 0.63% (n = 290,000). inhibition, % at 4 µM, or EC50 in µM where a hit was titrated; further: many of its hits are not listed in these tables
XIAP antagonists – XIAP antagonists, biochemical, IAP family, fluorescence polarization (AID 1018) | E3 ubiquitin-protein ligase XIAP (Homo sapiens) | XIAP BIR domain, fluorescence polarization peptide displacement; higher % means a stronger effect | displacement, % at 20 µM; hits with a dose series show IC50 in µM | actives 0.007% (n = 200,000); in the data active means displacement above about 50%; further: a part of the inactive calls stands beside numbers as strong as those of hits
P. falciparum M1AAP – P. falciparum M1AAP inhibitors, biochemical, fluorogenic H-Leu-NHMec substrate, 1536-well (AID 1445); recombinant M1AAP, H-Leu-NHMec fluorogenic kinetic assay; higher % means a stronger effect; inhibition, % at 30 µM; hits with a dose series show IC50 in µM; actives 0.42% (n = 220,000); Aminopeptidase N (Plasmodium falciparum (isolate 3D7));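 active means primary inhibition above the hit cutoff, then over 50% inhibition at one or more dose response concentrations, cut at about 23% in these data, passing the limit was not always enough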;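 further: plate controls were DMSO full reaction for no effect and no enzyme background for full effect; strong numbers were not always called active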
Hep lipid drop cells 6.5 µM – second read-out of Hep lipid drop, no call of its own (marks repeat the call); cell count; measured here: cell count, cytotoxicity flag;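 cells counted across two imaged fields per well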
* marks the source's active call; other numbers are inactive results; . = not tested or not shown. Unless noted, no stated cut-off is given here; in the data, active means inhibition above about 50%; inactive means the rest. A portion of the library; the hit share may differ from the screen's.

SMILES	SIAH1 antagonists	AID2073	LYP phosphatase	Hep lipid drop	Hep lipid drop cells 6.5 µM	M17LAP inhibition	ER stress rescue	HEK293 NOD2/NF-kB	XIAP antagonists	P. falciparum M1AAP
O=C(CCl)N(C/C=C/c1ccccc1)c1ccc2c(c1)OCCO2	-5%	18%	-5%	6	620	0%	-14%	-17%	-6.4%	-4%
C#CCOCCOCCOCCNc1nc(N2CCN(C(=O)[C@H](CCC(=O)O)n3cc(C(N)CO)nn3)CC2)nc(N2CCN(C(=O)[C@H](CCCCN)n3cc(C(N)[C@H](C)CC)nn3)CC2)n1 (stereo partly drawn)	-7%	12%	-10%	7	651	-7%	.	-2%	.	-4%
COc1ccc2c(c1)C(c1ccc(C)o1)=NNC(c1cccnc1)=N2	-7%	14%	-1%	-14	743	11%	-0.4%	4%	-12%	7%
NC(=O)c1cc(-c2ccccc2)nc(N2CCCCCC2)n1	-4%	7%	6%	.	.	-9%	-1.8%	11%	-8.4%	6%
COc1ccc2c(c1OC)C(=O)OC2Nc1nc(-c2ccc([N+](=O)[O-])cc2)cs1 (stereo not drawn)	16%	-23%	-4%	.	.	5%	.	3%	.	6%
CCOc1ccc(-c2nnc(-c3ccncc3)o2)cc1	-7%	11%	-6%	.	.	-5%	0.4%	-123%	-9.3%	1%
O=C(NNC(=O)c1cc2cc(Br)ccc2oc1=O)c1ccc(O)cc1	-2%	16%	-1%	13	751	2%	0.4%	1%	-2.3%	8%
COCCNS(=O)(=O)c1cc(-c2nn(C)c(=O)c3ccccc23)ccc1C	2%	-1%	-3%	.	.	-2%	-0.6%	13%	-2.4%	3%
CC(C)CNC(=O)COC(=O)c1ccc([N+](=O)[O-])cc1Cl	8%	-1%	-7%	11	669	11%	-3.5%	8%	-4.6%	1%
CCOC(=O)c1[nH]c2ccc(OC)cc2c1NC(=S)N1CCN(c2ccc(F)cc2)CC1	4%	23%	-2%	-2	628	5%	-1.8%	1%	-3.1%	1%
Cc1cccc2sc(N(CCN(C)C)C(=O)c3ccc4ccccc4c3)nc12	-1%	10%	-12%	-7	750	.	.	2%	.	.
CN(CC(=O)NCCc1ccc(S(N)(=O)=O)cc1)Cc1c(F)cccc1Cl	-9%	-3%	-9%	-13	827	.	.	5%	.	.
CCN(CC)S(=O)(=O)c1ccc(OC)c(NC(=O)/C=C/c2ccco2)c1	4%	22%	-2%	-16	721	-1%	.	-6%	.	11%
N=c1c2c(n(Cc3ccc(Cl)c(Cl)c3)c3c1CCC3)CCCC2	1%	4%	2%	.	.	8%	-0.6%	31%	-3.6%	6%
COc1cccc(NC(=O)CCc2c(C)nn(-c3ccc(N4CCOCC4)nn3)c2C)c1	0%	1%	-15%	0	754	.	.	-15%	.	.
Cc1n[nH]c(C)c1CN(C)C(=O)C1CCC(=O)N(CCc2cccc(F)c2)C1 (stereo not drawn)	0%	9%	-11%	-10	772	.	.	1%	.	.
CCCN1CCN(C(=O)C2CCN(S(=O)(=O)c3c(C)noc3/C=C/c3ccc(C)cc3)CC2)CC1	-2%	15%	-7%	-38	660	.	.	17%	.	.
Cc1cc(S(=O)(=O)NCC2CC2)c(Cl)cc1Cl	3%	12%	-4%	.	.	.	.	5%	.	.
Cc1nnc2ccc(-c3ccc(NS(C)(=O)=O)cc3)nn12	-2%	12%	-8%	24	689	-5%	3.3%	21%	-2.2%	5%
Cc1ccc(Cn2c(=N)n(CC(O)COc3ccccc3)c3ccccc32)cc1 (stereo not drawn)	-1%	6%	-8%	-8	606	-6%	-2.0%	-2%	-7.1%	5%

Two entries from above, as labelled records:
CCOc1ccc(-c2nnc(-c3ccncc3)o2)cc1
  SIAH1 antagonists: -7%	AID2073: 11%	LYP phosphatase: -6%	Hep lipid drop: .	Hep lipid drop cells 6.5 µM: .	M17LAP inhibition: -5%	ER stress rescue: 0.4%	HEK293 NOD2/NF-kB: -123%	XIAP antagonists: -9.3%	P. falciparum M1AAP: 1%

O=C(NNC(=O)c1cc2cc(Br)ccc2oc1=O)c1ccc(O)cc1
  SIAH1 antagonists: -2%	AID2073: 16%	LYP phosphatase: -1%	Hep lipid drop: 13	Hep lipid drop cells 6.5 µM: 751	M17LAP inhibition: 2%	ER stress rescue: 0.4%	HEK293 NOD2/NF-kB: 1%	XIAP antagonists: -2.3%	P. falciparum M1AAP: 8%

Following part:
SMILES	SIAH1 antagonists	AID2073	LYP phosphatase	Hep lipid drop	Hep lipid drop cells 6.5 µM	M17LAP inhibition	ER stress rescue	HEK293 NOD2/NF-kB	XIAP antagonists	P. falciparum M1AAP
Cc1ccc(-c2cc(Cc3cccs3)c(=O)[nH]n2)cc1	5%	-7%	-5%	-5	757	8%	.	8%	.	2%
Cc1cccc(NS(=O)(=O)c2cccc3cccnc23)n1	-1%	-4%	-4%	-29	669	5%	-1.8%	18%	-4.3%	5%
O=C1CC(N2CCC(Cc3ccccc3)CC2)C(=O)N1CCc1ccccc1 (stereo not drawn)	-4%	-5%	-2%	-10	761	0%	1.5%	13%	-25%	4%
N=C1/C(=C/c2cccs2)C(=O)N=C2SN=C(SCc3ccccc3)N12	0%	-6%	4%	.	.	14%	-0.9%	33%	-1.1%	16%
CC(C)n1c(C(=O)OCC(=O)NCc2ccc3c(c2)OCO3)cc2sccc21	0%	4%	-13%	.	.	4%	-1.1%	-32%	-4.0%	4%
Cn1cc2cccc([N+](=O)[O-])c2n1	15%	-16%	-4%	13	722	1%	.	-2%	-8.3%	4%
Cc1ccccc1-n1c(=O)n(Cc2ccco2)c(=O)c2[nH]cnc21	6%	2%	-6%	18	839	.	.	-8%	.	.
CCOC(=O)c1ccc(CNCc2ccc(Br)cc2)cc1	0%	-1%	4%	4	690	-8%	-0.6%	-6%	-7.1%	8%
c1ccc(OCc2nn3c(-c4n[nH]c5c4CCC5)nnc3s2)cc1	8%	-4%	9%	.	.	.	-0.7%	-2%	-1.5%	.
O=C(c1ccco1)N(Cc1ccccc1)c1cccc([N+](=O)[O-])c1	-5%	24%	-5%	7	793	-2%	-0.6%	-14%	-4.3%	-1%
CN(c1ccccc1)S(=O)(=O)c1ccc(NC(=S)NC(=O)C2CC2)cc1	3%	-14%	-4%	-1	638	14%	1.1%	-49%	-3.9%	6%
CCn1c(SCC(=O)Nc2ccccc2)nc2ccccc2c1=O	-2%	-4%	-6%	15	796	.	.	9%	.	.
Cc1ccc(N2CCN(C(=O)NC3CCCCC3)CC2C)cc1 (stereo not drawn)	14%	6%	-8%	11	722	0%	.	-102%	.	5%
CCC/C(O)=C1\C(=O)CCCC1=NCCc1c(C)[nH]c2ccc(C)cc12	6%	-15%	-2%	-4	777	4%	.	4%	.	3%
COC(=O)Cc1c(C)c2ccc(OC(=O)c3ccccc3)cc2oc1=O	1%	12%	-1%	-4	717	-69%	-3.5%	2%	-5.1%	-1%
O=C1CSC(=S)N1/N=C/c1ccc2c(c1)OCCO2	1%	1%	-4%	.	.	.	.	-15%	.	.
Cc1ccccc1Cn1c(C(C)O)nc2ccccc21 (stereo not drawn)	11%	-3%	-3%	.	.	-3%	-0.4%	10%	0.8%	9%
CC(=O)Nc1cccc(NC(=S)Nc2ccc(F)c(Cl)c2)c1	-2%	-10%	2%	-41	704	6%	-3.5%	5%	-5.9%	6%
CC12CCC(=O)N1C(C(=O)Nc1nc3c(F)cc(F)cc3s1)CS2 (stereo not drawn)	-5%	8%	-7%	-6	720	.	.	16%	.	.
O=C1CC(N2CCSCC2)C(=O)N1c1cccc(Br)c1 (stereo not drawn)	6%	4%	-8%	26	726	1%	0.2%	23%	-5.4%	2%
Nc1nc(Nc2ccccc2F)nc(NCc2ccccc2)c1[N+](=O)[O-]	0%	0%	2%	22	690	-9%	.	5%	.	2%
O=C(COC(=O)C1CC(O)CN1S(=O)(=O)c1ccc(Cl)cc1)c1ccccc1 (stereo not drawn)	-2%	8%	-6%	-33	704	-3%	-1.3%	-4%	-5.3%	2%
COc1ccc(CNS(=O)(=O)NCc2ccc(C)cc2)cc1	3%	-1%	1%	-4	699	3%	-1.8%	-5%	-5.5%	1%
CS(=O)(=O)N1N=C(c2cccs2)CC1c1ccccc1 (stereo not drawn)	7%	-8%	-9%	4	743	-6%	.	7%	.	2%
COC(=O)CN(C)C(=O)c1cccc(OC2CCN(S(=O)(=O)N(C)C)CC2)c1	0%	0%	-2%	14	786	.	.	-10%	.	.
O=c1c2ccccc2[nH]c(=S)n1Cc1ccccc1	12%	35%	1%	2	796	.	.	19%	.	.
CN(C)C(CNS(=O)(=O)c1ccc2ccccc2c1)c1ccccc1 (stereo not drawn)	2%	15%	-11%	-3	842	.	.	4%	.	.
CCN1C(=O)CSc2ccc(C(=O)NCc3ccccc3)cc21	0%	5%	-6%	-3	707	.	.	16%	.	.
Cc1ccc(S(=O)(=O)N2CCN=C2c2ccccc2)cc1C	1%	-10%	-8%	-26	741	13%	-1.6%	7%	-2.1%	0%
COCCNC(=O)CNC(=O)c1nn(-c2ccc(OC)c(Cl)c2)c(=O)c2ccccc12	3%	9%	5%	.	.	5%	6.2%	-12%	-1.8%	-1%
Cc1c(C(=O)CN2CCN(c3ccccc3)CC2)c2ccccc2n1C	8%	4%	-3%	-9	864	.	.	22%	.	.
Cc1c(CC(=O)NC(C)C)c(=O)oc2cc3c(cc12)CCC(C)(C)O3	15%	19%	-17%	-3	818	.	.	-8%	.	.
Cc1ccc(CNC(=O)C2CC(c3ccccc3C(F)(F)F)=NO2)cc1 (stereo not drawn)	-1%	-14%	3%	-3	651	-13%	.	-4%	.	1%
O=C(CCSc1ccccc1)NCC1CCCO1 (stereo not drawn)	-4%	-3%	-12%	-7	789	2%	0.5%	-8%	-4.3%	-2%

In the list so far, 3 contain bromine:
SMILES	SIAH1 antagonists	AID2073	LYP phosphatase	Hep lipid drop	Hep lipid drop cells 6.5 µM	M17LAP inhibition	ER stress rescue	HEK293 NOD2/NF-kB	XIAP antagonists	P. falciparum M1AAP
O=C(NNC(=O)c1cc2cc(Br)ccc2oc1=O)c1ccc(O)cc1	-2%	16%	-1%	13	751	2%	0.4%	1%	-2.3%	8%
CCOC(=O)c1ccc(CNCc2ccc(Br)cc2)cc1	0%	-1%	4%	4	690	-8%	-0.6%	-6%	-7.1%	8%
O=C1CC(N2CCSCC2)C(=O)N1c1cccc(Br)c1 (stereo not drawn)	6%	4%	-8%	26	726	1%	0.2%	23%	-5.4%	2%
